PP1 inh: PP1-alpha phosphatase inhibitors, primary screen, counter-screen for PP5 inhibitor project, biochemical, fluorescence, OMFP substrate, single point; purified PP1alpha; inhibition, % at 6.7 µM; 320,000 tested, 0.9% active; AID 2235, 2010;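 active means inhibition above the mean inhibition of all tested compounds plus 3 SD, computed separately for each screening campaign, cut at about 15% in these data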
Target sequence (P62136 whole entry, looked up): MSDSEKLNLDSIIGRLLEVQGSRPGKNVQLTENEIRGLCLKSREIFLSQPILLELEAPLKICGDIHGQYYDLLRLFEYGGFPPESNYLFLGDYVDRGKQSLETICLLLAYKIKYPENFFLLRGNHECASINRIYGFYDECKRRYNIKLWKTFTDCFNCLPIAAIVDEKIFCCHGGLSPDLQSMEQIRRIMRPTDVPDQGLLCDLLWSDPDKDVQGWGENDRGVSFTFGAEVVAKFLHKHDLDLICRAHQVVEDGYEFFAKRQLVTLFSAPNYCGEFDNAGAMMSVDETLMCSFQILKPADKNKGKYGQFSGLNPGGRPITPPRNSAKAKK
HCV core dimer: inhibitors of HCV core protein dimerization, primary screen, biochemical, TR-FRET, high-throughput; 300,000 tested, 0.33% active; TR-FRET GST/Flag-core106 dimerization, 1536-well; inhibition, % at 5 µM;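 active means inhibition above the mean of all tested compounds plus 3 SD, set per screening campaign, cut at about 45% in these data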
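Assay system: Tagged HCV core106 pair (GST and Flag) | Buffer or medium: KF-containing HEPES buffer, pH 7.45, DTT, CHAPS, BSA | Also added: Eu donor and XL665 acceptor anti-tag antibodies | Dosing: One concentration, 5 µM, in 0.5% DMSO | Timing: 4 h at 22.5 °C | Technique: TR-FRET 671 and 617 nm emission | Repeats: Singlicate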
PP5 inh: PP5 phosphatase inhibitors, primary screen, biochemical, fluorescence; Serine/threonine-protein phosphatase 5 (Homo sapiens), P53041; purified PP5c, OMFP substrate fluorescence; inhibition, % at 6.7 µM; 320,000 tested, 0.18% active; AID 1987, 2009;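 active means inhibition above the campaign's mean inhibition across all tested compounds plus 3 SD, cut at about 9.5% in these data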;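 further: 0% = DMSO only and 100% = 100 µM cantharidin control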
JMJD2C inh: inhibitors of GASC-1 histone demethylase, primary screen, biochemical, fluorescence, DELFIA europium | GST-JMJD2C(1-420) H3K9me3 demethylation | 330,000 tested, 0.069% active | Lysine-specific demethylase 4C (Homo sapiens), Q9H3R0 | inhibition, % at 2.35 µM;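 active means more than half of a compound's replicate wells show inhibition beyond 50%, single wells judged on their own value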;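 further: signal counts dimethyl H3K9 product captured on neutravidin plate; 0% = median of DMSO wells and 100% = 0.3 times that DMSO median; strong numbers were not always called active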
CTSL1 counter: Fasciola hepatica cathepsin L1 inhibitors, primary screen, counter-screen for PFM18AAP inhibitor project, biochemical, QFRET, fluorogenic peptide substrate | recombinant F. hepatica cathepsin L1, Z-Leu-Arg-MCA fluorescence | AID 1906, 2009 | inhibition, % at 5.96 µM | 300,000 tested, 0.49% active;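 active means inhibition above the mean of all tested compounds plus 3 SD, set per screening campaign, cut at about 17% in these data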;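 further: 0% = plate median of test compound wells and 100% = 1 µM Z-Phe-Ala-diazomethylketone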
GRK2 aptamer HTS: compounds blocking aptamer binding on GRK2 – biochemical, human GRK2, bead flow cytometry, HTS, primary screen; inhibition of aptamer binding, % at 10 µM; FAM-aptamer displacement from GRK2; AID 488847, 2010; Beta-adrenergic receptor kinase 1 (Homo sapiens), P25098; 330,000 tested, 0.59% active;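 active means inhibition of aptamer binding above 40%, roughly 3 SD of noise, on plates passing a quality check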;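 further: median bead fluorescence of bound FAM aptamer so fluorescent compounds give negative values; no value below 0 was filed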
VLA-4 inh: inhibition in human VLA-4 binding assay, primary screen, VLA-4 allosteric modulator project, MLPCN library, flow cytometry, VLA-4 expressing cells. Integrin alpha-4 (Homo sapiens), P13612. ligand binding flow cytometry. inhibition, % (about 7 µM as worked out from the volumes in the protocol). 330,000 tested, 0.2% active; in the data active means inhibition above about 50%
procasp7 counter: procaspase-7 activators, primary screen, counter-screen for procaspase-3 activator project, biochemical, absorbance, HTS, human | Caspase-7 (Homo sapiens), P55210 | 330,000 tested, 0.093% active | recombinant procaspase-7, Ac-DEVD-pNA absorbance 405 nm; D23A/D198A/D206A triple mutant, cannot self-cleave; scale: DMSO 0, 5 µM enzyme 100 | AID 463210, 2010 | activation, % at 8.5 µM;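 active means percent activation above the screen-wide mean plus 3 SD, cut at about 25% in these data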
Target sequence (P55210 whole entry D23A/D198A/D206A): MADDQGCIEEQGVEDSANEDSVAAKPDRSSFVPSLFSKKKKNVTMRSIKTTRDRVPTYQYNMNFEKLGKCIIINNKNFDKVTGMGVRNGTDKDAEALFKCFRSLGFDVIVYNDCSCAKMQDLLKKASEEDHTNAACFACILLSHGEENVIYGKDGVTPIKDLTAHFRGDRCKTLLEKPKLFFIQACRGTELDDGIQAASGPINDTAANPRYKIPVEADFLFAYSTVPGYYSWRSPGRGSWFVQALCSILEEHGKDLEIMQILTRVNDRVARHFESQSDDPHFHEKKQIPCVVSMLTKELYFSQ
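Test system: Procaspase-7 triple mutant (PC-7 D3A). Also added: Ac-DEVD-pNA substrate, 400 µM as added. Schedule: 1 h enzyme–compound preincubation and 2 h substrate reaction, both 25 °C. Signal: p-Nitroaniline absorbance at 405 nm, read at 0 and 120 min. Control set: low DMSO alone, high DMSO plus 5 µM PC-7.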
proCasp3 act: activators of human procaspase-3 D3A mutant, primary screen, biochemical, absorbance, PC-3 D3A mutant, single concentration; activation, % at 8.5 µM; Caspase-3 (Homo sapiens), P42574; 330,000 tested, 0.11% active; AID 463141, 2010; recombinant procaspase-3 D3A, Ac-DEVD-pNA absorbance 405 nm;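 active means activation above the mean of all tested compounds plus 3 SD, cut at about 21% in these data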;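 further: 0% = DMSO alone and 100% = DMSO wells spiked with extra 5 µM PC-3 D3A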
Target sequence (P42574 whole entry D9A/D28A/D175A): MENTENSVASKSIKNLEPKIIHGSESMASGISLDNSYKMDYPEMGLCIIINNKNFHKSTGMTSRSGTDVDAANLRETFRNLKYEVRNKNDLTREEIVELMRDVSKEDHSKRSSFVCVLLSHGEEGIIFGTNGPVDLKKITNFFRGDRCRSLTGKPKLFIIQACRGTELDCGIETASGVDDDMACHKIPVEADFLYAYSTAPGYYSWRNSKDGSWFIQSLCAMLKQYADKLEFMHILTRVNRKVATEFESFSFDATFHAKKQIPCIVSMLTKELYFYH
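Evaluation: percent activation relative to control range; Material: Procaspase-3 D3A mutant, all three cleavage aspartates alanine; Compound: single dose, 8.5 µM nominal compound, 0.8% DMSO; Replication: one well per compound; Signal: absorbance at 405 nm, 0 and 120 min; Schedule: 1 h preincubation plus 2 h reaction at 25 °C.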
* marks the source's active call; other numbers are inactive results; i = inactive; / = not tested or not shown.

SMILES	PP1 inh	HCV core dimer	PP5 inh	JMJD2C inh	CTSL1 counter	GRK2 aptamer HTS	VLA-4 inh	procasp7 counter	proCasp3 act
Cc1ccc(-c2cc(-c3ccccc3)nc(N/N=C/c3cccnc3)n2)cc1	1	11	6.5	1	1	1	-10	-4	-5
CC12CS(=O)(=O)CC1SC(=S)N2c1ccccn1 (stereo not given)	0	-4	0.1	-2	-1	0	6	11	10
CCCc1ncc(C(O)(c2ccccc2)c2ccc(C)cc2)n1C (stereo not given)	0	-6	1.6	-10	-8	1	9	-10	0
O=[N+]([O-])c1cccc(/C=C/c2nc(C=Nc3ccc4ccccc4c3)c(O)o2)c1	-2	9	-2.3	/	3	0	-56	4	4
Fc1ccc(-n2nnc(-c3cnc4ccccc4c3)n2)cc1	-3	-17	0.4	-1	-4	2	13	-4	10
CCOC(=O)c1c(S(=O)(=O)N2c3ccccc3CC2C)c(C)n(C)c1C (stereo not given)	1	0	0.2	25	-3	2	-3	4	-7
CCOc1ccc2c(c1)c1nnc(SCC3CCCO3)nc1n2C (stereo not given)	-1	6	1.3	-2	1	0	14	3	8
CCOC(=O)C1CCCN(CCC(=O)Nc2ccccc2C)C1 (stereo not given)	-4	-3	-1.8	1	6	0	-11	-2	9
CC1CCN(c2c(NCC3CCC(C(=O)NCc4ccccc4)CC3)c(=O)c2=O)CC1 (stereo not given)	-1	11	-1.7	7	-2	2	0	10	-7
COc1ccccc1C(=O)NCC(=O)N1CCN(C/C=C/c2ccccc2)CC1	/	/	/	11	/	0	16	0	8
COc1ccccc1NC(=O)CSc1nnc(CNC(=O)c2cccs2)o1	-1	3	2.1	3	1	1	-1	-1	3
O=C(NC1CCCc2ccccc21)c1ccccc1Cl (stereo not given)	-4	0	-0.3	36	0	0	-5	-2	3
Cc1cc(C)n2nc(CCCO)nc2n1	1	0	-0.4	23	-3	1	4	4	13
Cc1cc(C)cc(NC(=S)N(CCCN2CCN(C)CC2)Cc2cccs2)c1	-2	-1	-2.1	i	0	0	14	1	5
Cc1cccc(Nc2ncnc(N)c2[N+](=O)[O-])n1	3	-1	-0.8	-19	0	3	1	4	3
Cn1ncc2c(NCc3cccc(C(F)(F)F)c3)c(C(=O)O)cnc21	-1	2	1.4	-2	-4	55*	-3	0	0
CN(C(=O)COC(=O)c1ccccc1C(=O)N(C)c1ccccc1)c1ccccc1	-6	1	3.6	0	1	4	5	2	-7
CCOc1ccc(C(=O)c2nc3c(n2O)CCCC3)cc1	2	-8	0.2	6	-4	25	-3	-31	0
O=C(Cn1cnc2ccccc21)Nc1cc(C(F)(F)F)ccc1N1CCOCC1	0	-2	1.0	2	3	0	-3	7	8
CCC(=O)Nc1cc(-c2nnc(OC)c3ccccc23)ccc1N1CCOCC1	3	0	3.1	-1	0	2	6	1	1
CC(C)OCCCNC(=O)CNC(=O)c1cccs1	-5	-4	1.3	-4	-1	2	6	-9	-1
CCOc1cc(C(=O)NCc2ccc(-c3nc4ccccc4o3)cc2)cc(OCC)c1OCC	-4	3	5.5	-2	-10	0	-2	-5	4
CON(C)C(=O)CC1(CN(Cc2ccccc2)C(=O)OC(C)(C)C)CCCCC1	/	/	/	/	/	3	-4	4	-2
COc1ccc(Cc2nnc(NC(=O)c3ccccc3[N+](=O)[O-])s2)cc1	-3	0	1.8	-3	0	0	11	1	-2
CCOC(=O)c1ccc(OS(=O)(=O)c2ccccc2)c(OC)c1	-1	-1	3.5	6	0	6	3	0	11
O=C(O)C1CCC(CN(Cc2cccc(Br)c2)C(=S)Nc2ccccc2F)CC1 (stereo not given)	-3	0	-2.6	4	0	3	2	-5	-5
COC(=O)C1=C(C)NC(C)=C(C(=O)O[C@@H]2CCCN(Cc3ccccc3)C2)[C@@H]1c1cccc([N+](=O)[O-])c1	9	1	4.4	-10	5	0	20	9	1
NCCCC[C@H]1CN=C(N)N1CC1CCCCC1	5	-9	2.6	10	-3	0	-11	7	7
O=C(NCc1ccc2c(c1)OCO2)C(=O)NCC1CCCO1 (stereo not given)	1	-7	3.6	5	1	0	6	0	-2
CCCNC(=O)NC(C(=O)OC)C12CC3CC(CC(C3)C1)C2 (stereo not given)	-2	1	-2.4	12	3	0	20	1	10
COc1cc(C(=O)NCCc2ncccc2C)ccc1OC1CCN(C(C)=O)CC1	-2	-2	0.8	-11	-4	0	1	0	4
O=C(CCSc1ccccc1)N1CCOCC1	-6	-3	1.1	-5	-4	0	2	7	-4
CCN(CC(=O)Nc1cc(S(=O)(=O)N2CCOCC2)ccc1C)Cc1ccccc1	-5	4	1.5	0	8	3	0	3	4
CCOC(=O)c1c(-c2ccc(C)cc2)csc1NC(=O)c1cccc(N2C(=O)CCC2=O)c1	1	0	1.7	12	1	2	10	0	0
COc1c(F)c(F)c(C(=O)O)c(Nc2ccc(C)cc2C)c1F	0	4	0.0	7	-7	2	3	0	1
Cc1ccc(S(=O)(=O)N2CCCCC2)cc1NC(=O)CNc1ccc(C(F)(F)F)cc1	-1	7	1.9	1	13	0	7	6	1
CC1CCCCC1NC(=O)CCN1C(=O)C2C3C=CC(C3)C2C1=O (stereo not given)	-4	-2	0.4	3	-1	1	0	17	-3
Nc1nc(SCC(=O)C23CC4CC(CC(C4)C2)C3)n[nH]1	-2	-2	0.8	5	2	0	-3	-6	-7
CCc1cccc(C)c1NC(=O)c1cccnc1	-1	-3	2.3	14	-3	0	20	-4	-5
CC(Sc1ccc2c(c1)OCCO2)C(=O)Nc1ccc2c(c1)OCO2 (stereo not given)	0	-3	2.3	0	-5	0	-2	-2	8

Retrieved by compound from the entries so far (4):
SMILES	PP1 inh	HCV core dimer	PP5 inh	JMJD2C inh	CTSL1 counter	GRK2 aptamer HTS	VLA-4 inh	procasp7 counter	proCasp3 act
CC1CCCCC1NC(=O)CCN1C(=O)C2C3C=CC(C3)C2C1=O (stereo not given)	-4	-2	0.4	3	-1	1	0	17	-3
COc1c(F)c(F)c(C(=O)O)c(Nc2ccc(C)cc2C)c1F	0	4	0.0	7	-7	2	3	0	1
CCN(CC(=O)Nc1cc(S(=O)(=O)N2CCOCC2)ccc1C)Cc1ccccc1	-5	4	1.5	0	8	3	0	3	4
CCOC(=O)c1ccc(OS(=O)(=O)c2ccccc2)c(OC)c1	-1	-1	3.5	6	0	6	3	0	11

The list goes on.
SMILES	PP1 inh	HCV core dimer	PP5 inh	JMJD2C inh	CTSL1 counter	GRK2 aptamer HTS	VLA-4 inh	procasp7 counter	proCasp3 act
O=C(N/N=C/c1cccnc1)c1cc(-c2cccs2)nc2ccccc12	-2	-3	1.6	1	0	27	5	7	2
CC(=O)c1ccc(OCc2cc(C(=O)N3CCN(c4ccccc4)CC3C)no2)cc1 (stereo not given)	1	11	0.7	1	2	1	3	6	-7
CC(=O)c1c(Nc2cccc(F)c2)oc(C)cc1=O	-1	0	-1.5	0	-6	1	3	6	6
COc1cc(OC)cc(C(=O)NCCOC23CC4CC(CC(C4)C2)C3)c1	-4	1	1.6	-2	1	0	8	3	5
COc1cc(/C=N/NC(=O)c2ccncc2)ccc1OC(=O)c1ccccc1Cl	-4	-4	1.8	-5	0	0	9	9	4
CCN(C[C@H]1N[C@@](C)(C(=O)OC)[C@H]2C(=O)N(Cc3ccccc3)C(=O)[C@@H]12)S(=O)(=O)c1ccc(C)cc1	/	/	/	/	/	3	15	3	-5
O=C(NC1CCS(=O)(=O)C1)/C(=C\c1ccc(F)cc1)NC(=O)c1ccccc1 (stereo not given)	5	0	0.8	35	0	0	-7	-1	-4
CN1CCN(CCCNC(=O)C2CC(=O)N(C3CCCCC3)C2)CC1 (stereo not given)	-3	-3	0.9	3	-1	1	-2	9	7
Cc1ccc(-c2csc3ncn(CC#N)c(=O)c23)cc1	-1	24	1.6	6	0	0	7	1	4
Cc1cc(C)cc(N2C(=O)CC(n3nc(C)cc3C)C2=O)c1 (stereo not given)	0	-2	-0.8	15	-1	0	-2	0	5
Cc1nc2scc(C)n2c(=O)c1S(=O)(=O)NCCc1ccccc1	-2	1	-1.4	6	-3	0	10	11	-6
CCCCCCCCn1cnc2c(N)c(C)c(C)cc21	8	-1	5.0	-1	1	2	-3	-13	0
COc1ccc(CN(C)CC(=O)NC(=O)NCc2ccccc2)cc1OC	0	2	-3.2	3	-4	2	-9	-7	2
C[C@H]1CN([C@@H](C)CO)C(=O)Cc2cc(NS(=O)(=O)c3ccc(Cl)cc3)ccc2O[C@@H]1CN(C)C(=O)Nc1cccc2ccccc12	/	/	/	/	/	0	-2	3	0
O=C1CC(N2CCSCC2)C(=O)N1c1ccc(F)cc1 (stereo not given)	-2	-1	-0.8	0	-2	1	10	10	-13
O=c1oc2c(CN3CCCCC3)c(O)ccc2c2c1CCCCC2	-3	-8	-1.6	-5	12	3	-11	3	5
O=C(CSc1nnc(-c2cccnc2)o1)Nc1cccc(Cl)c1	-2	0	0.9	-8	-3	0	0	1	9
O=C(c1ccc(S(=O)(=O)N2CCOCC2)cc1)N1CCCc2ccccc21	-4	2	-2.9	6	1	2	2	1	3
Cc1ccc(OCCC(=O)NNC(=O)c2ccc(Br)cc2)cc1	/	/	/	5	/	0	-11	-3	3
O=C(CCCn1cnc([N+](=O)[O-])n1)Nc1cccc2ccccc12	-4	0	-0.1	-2	-3	11	10	-4	0
CC(Sc1ccccc1F)C(=O)Nc1cccc(S(=O)(=O)N2CCOCC2)c1 (stereo not given)	/	/	/	3	/	3	-8	-3	2
Cn1c(NCc2cccnc2)nc2c1c(=O)n(Cc1ccccc1F)c(=O)n2C	1	-3	-0.2	0	-4	0	9	12	-10
CCN(CC)CCNc1nc2c(c(=O)n(C)c(=O)n2C)n1C/C=C(/C)Cl	2	-1	0.8	-39	-1	0	-6	1	-3
Fc1ccc(CSc2ncnc3scc(-c4ccccc4)c23)cc1	-1	-16	1.4	-5	5	19	3	-10	0
CCOC(=O)C1CCN(C(=O)COC(=O)c2ccccc2OCC)CC1	/	/	/	4	/	1	-14	-3	4
Brc1ccc(CSc2nnc(Cc3c[nH]c4ccccc34)o2)cc1	3	-1	3.0	-5	-4	0	10	-3	4

Source: PubChem BioAssay
